Source: PubChem BioAssay (National Center for Advancing Translational Sciences (NCATS))
VP16 counter = inhibits Gal4-VP16 luciferase reporter, ROR gamma counter-screen; AID 2546; Drosophila S2 Gal4-VP16 UAS-luciferase, luminescence, 20 h; actives 3.5% (n = 310,000); Potency, µM (series often up to 53.6 µM), for inactives: at the top dose activity, negative = inhibition, usual class: inhibitors;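 further: Gal4-VP16 expression switched on by copper sulfate through the metallothionein promoter; potency means the concentration at half of the fitted maximal effect; on the % scale 0 is the no-effect control and ±100 the full control effect; nearly all actives have a fitted effect of over 50% in size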
Mito fusion yeast = mitochondrial division inhibition or fusion activation. AID 485298. S. cerevisiae fusion-defective mutant growth rescue, CellTiterGlo 48 h. Potency, µM (highest dose often 46.1 µM), without a hit: top-dose growth rescue (activation), hits mostly activators. actives 0.23% (n = 320,000);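 further: potency means the concentration at half of the fitted maximal effect; % of control where 0% means no effect; nearly all actives have a fitted effect of over 45% in size; temperature-sensitive fusion mutants such as fzo1-1 at 37 °C on non-fermentable ethanol glycerol medium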
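Yeast fusion mutant, YPEG (non-fermentable carbon), compound, 48 h at 37C non-permissive; CellTiterGlo added, 10 min RT, luminescence read. Rescued growth = division inhibition.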
Rab9 prom act = activators of Rab9 promoter | Huh7 Rab9 promoter-luciferase reporter, luminescence, 24 h | Potency, µM (highest dose often 9.22 µM), without a hit: at the highest dose activation, negative = inhibition, usual class: activators | actives 2.8% (n = 320,000); further: potency means the concentration at half of the fitted maximal effect; % of control where 0% means no effect; nearly all actives have a fitted effect of over 60% in size
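Huh7 cells stably carrying Rab9 promoter–luciferase reporter, plated 1500 cells/well, compound added after 2 h and incubated 24 h at 37 °C; luciferase luminescence then read after 10 min with detection reagent.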
MBNL1-CUG inh = blocks human MBNL1 binding to CUG repeat RNA. actives 0.036% (n = 280,000). AID 2675. TR-FRET MBNL1-His/biotin-(CUG)12 binding, 665/545 ratio. Potency, µM (series often up to 57.5 µM), for inactives: at the highest dose activity change, negative = inhibition, hits mostly inhibitors; active means well fitted inhibition curve with a large enough effect in the signal ratio, with a control signal flat, not every such curve was filed as active; inconclusive means small, poorly fitted or top-dose-only effect, or effect the other way, or a change in a side signal; inactive means no such curve, though single readings can be large or run the other way; the % refers to the signal ratio; further: potency means the concentration at half of the fitted maximal effect; on the % scale 0 is the no-effect control and ±100 the full control effect
Target sequence (Q9NR56 whole entry, looked up): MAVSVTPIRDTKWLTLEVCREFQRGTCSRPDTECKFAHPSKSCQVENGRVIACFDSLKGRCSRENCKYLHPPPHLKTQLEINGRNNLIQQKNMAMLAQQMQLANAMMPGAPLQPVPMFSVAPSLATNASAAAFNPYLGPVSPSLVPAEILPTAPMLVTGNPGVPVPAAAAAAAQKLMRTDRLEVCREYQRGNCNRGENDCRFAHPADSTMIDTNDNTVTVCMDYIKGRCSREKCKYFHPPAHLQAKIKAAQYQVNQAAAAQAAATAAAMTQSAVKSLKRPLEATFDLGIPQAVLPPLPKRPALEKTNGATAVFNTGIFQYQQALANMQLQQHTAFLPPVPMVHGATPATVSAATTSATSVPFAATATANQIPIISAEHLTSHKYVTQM
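Inhibition of protein-RNA binding appears as loss of TR-FRET between terbium anti-His antibody on MBNL1-His and streptavidin-XL665 on biotin-(CUG)12. Activity is normalized to buffer-only and uninhibited-complex controls.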
PKM2 activator = activators of human pyruvate kinase M2. P14618. purified PKM2, Kinase-Glo ATP luminescence, activation; response scale: 0% is enzyme alone, no compound. Potency, µM (doses to about 57.5 µM), inactives show top-dose activation, usual class: activators. actives 0.34% (n = 260,000). AID 1631; further: potency means the concentration at half of the fitted maximal effect; on the % scale 0 is the no-effect control and ±100 the full control effect; nearly all actives have a fitted effect of over 55% in size
Target sequence (P14618 whole entry, looked up): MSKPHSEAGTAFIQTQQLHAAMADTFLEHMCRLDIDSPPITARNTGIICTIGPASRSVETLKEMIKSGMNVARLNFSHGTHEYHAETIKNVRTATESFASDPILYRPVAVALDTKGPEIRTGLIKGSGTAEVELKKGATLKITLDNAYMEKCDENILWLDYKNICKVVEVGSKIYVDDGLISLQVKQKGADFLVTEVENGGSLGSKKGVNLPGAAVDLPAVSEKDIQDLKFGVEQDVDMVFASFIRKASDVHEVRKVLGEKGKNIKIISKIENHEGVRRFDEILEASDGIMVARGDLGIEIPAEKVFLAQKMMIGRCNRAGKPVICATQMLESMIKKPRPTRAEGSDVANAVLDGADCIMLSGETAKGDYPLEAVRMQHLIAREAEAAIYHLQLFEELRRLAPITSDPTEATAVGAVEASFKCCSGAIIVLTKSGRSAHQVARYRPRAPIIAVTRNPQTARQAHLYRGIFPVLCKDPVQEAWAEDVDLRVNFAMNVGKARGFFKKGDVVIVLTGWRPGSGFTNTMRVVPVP
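hPK-M2, >95% pure; 0.1 mM ADP / 0.5 mM PEP final; imidazole pH7.2 buffer w/ 7 mM MgCl2, 50 mM KCl; 1 h RT; Kinase-Glo lum. Intermediate enzyme activity for dual inhibitor/activator qHTS.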
ELG1 repair inh = inhibitors of ELG1-dependent DNA repair in HEK293T cells | HEK293T ELG1-luciferase reporter, luminescence, 16 h; DNA damage induced by 5-fluorouridine | Potency, µM (top dose mostly 46.1 µM), for the others: at the top dose activity change, negative = inhibition, usual class: inhibitors | actives 2.3% (n = 330,000); further: potency means the concentration at half of the fitted maximal effect; on the % scale 0 is the no-effect control and ±100 the full control effect; nearly all actives have a fitted effect of over 55% in size
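5-Fluorouridine DNA damage + compound/DMSO, 2,000 cells/well, 16 h, 37 °C/5% CO2. ONE-Glo, 30 min RT, luminescence. Readout = decrease in reporter signal.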
KCNH2 3.1 block = KCNH2 3.1 (human) potassium channel inhibition; U2OS KCNH2 3.1, thallium flux FluxOr; hits give low values; activity change, % (tested at about 1.8 µM); actives 0.95% (n = 340,000); AID 720553;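 active means maximum activity change below -70%; inconclusive means maximum activity change from -70% to -50%; inactive means maximum activity change above -50%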;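 further: thallium influx rate constant from kinetic fluorescence after stimulation buffer; on the % scale 0 is the no-effect control and ±100 the full control effect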
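Kinetic fluorescence (2 min after stimulation buffer) measures Tl+ influx through KCNH2 3.1 expressed by viral transduction in U2OS cells; the rate constant is normalized against DMSO controls serving as positive and negative references.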
Menin-MLL TR inh = inhibitors of human menin-MLL interaction, mutant MLL peptide; AID 1768; Menin + Texas Red MLL mutant peptide, fluorescence polarization; actives 0.23% (n = 270,000); Potency, µM (top dose mostly 61.6 µM), for the others: at the highest dose FP activity change, negative = inhibition, most hits filed as inhibitors; active means well fitted inhibition curve with a large enough effect in the polarisation, with a control signal flat, not every such curve was filed as active; inconclusive means small, poorly fitted or top-dose-only effect, or effect the other way, or a change in a side signal; inactive means no such curve, though single readings can be large or run the other way; the % refers to the polarisation; further: potency means the concentration at half of the fitted maximal effect; % of control where 0% means no effect; many of its hits are not listed in these tables
NPC1 promoter act = NPC1 promoter activation; Huh7 NPC1 promoter luciferase reporter, 24 h; Potency, µM (doses to about 9.22 µM), without a hit: at the highest dose activation, usual class: activators; actives 2.4% (n = 320,000);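 further: potency means the concentration at half of the fitted maximal effect; % of control where 0% means no effect; nearly all actives have a fitted effect of over 60% in size; reporter is driven by a mutant NPC1 promoter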
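Luminescence read-out of NPC1 promoter-driven luciferase in stably transfected Huh7 cells; compounds delivered in DMSO and left 24 h at 37C, 5% CO2, qHTS titration format.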
FLuc modulator = counter-screen for miR-21 project: firefly luciferase inhibitors or activators | Potency, µM (doses to about 57.5 µM), for the others: top-dose activity change, negative = inhibition, most hits filed as inhibitors | P08659 | actives 6.9% (n = 360,000) | purified FLuc, Km substrates, luminescence inhibition;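 further: potency means the concentration at half of the fitted maximal effect; plate controls were vehicle for no effect and reference inhibitor for full effect; nearly all actives have a fitted effect of over 55% in size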
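Biochemical qHTS of compounds, final roughly 60 µM downward over six points, against 10 nM purified firefly luciferase using Km concentrations of substrates (10 uM D-luciferin, 10 uM ATP) in Tris acetate pH 7.5 buffer; luminescence output.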
RORg inh = inhibitors of mouse ROR gamma transcriptional activity; P51450; Drosophila S2 Gal4-RORgamma UAS-luciferase reporter, 20 h; Potency, µM (doses to about 53.6 µM), without a hit: at the highest dose activity change, negative = inhibition, hits mostly inhibitors; actives 5.4% (n = 310,000); further: potency means the concentration at half of the fitted maximal effect; on the % scale 0 is the no-effect control and ±100 the full control effect; nearly all actives have a fitted effect of over 60% in size
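Using a luciferase readout, inhibitors were identified by reduced reporter activity in Drosophila cells coexpressing a copper-inducible Gal4–ROR gamma fusion and UAS-driven Photinus luciferase, incubated 20 hr after 700 uM copper sulfate.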
An asterisk follows results filed as active; ? = inconclusive; · = no result given; [ ] = another dose, or the depositor's remark. Unless noted, the call rests on the fitted dose curve; in most records, active means well fitted curve in the direction sought with a large enough effect; inconclusive means small, poorly fitted or top-dose-only effect, or another doubt; inactive means no such curve, though single readings can be large; an effect the other way counts as inactive or inconclusive.

SMILES	VP16 counter	Mito fusion yeast	Rab9 prom act	MBNL1-CUG inh	PKM2 activator	ELG1 repair inh	KCNH2 3.1 block	Menin-MLL TR inh	NPC1 promoter act	FLuc modulator	RORg inh
CO[C@H]1C[C@@H]2CC[C@@H](C)[C@@](O)(O2)C(=O)C(=O)N2CCCC[C@H]2C(=O)O[C@H]([C@H](C)C[C@@H]2CC[C@@H](O)[C@H](OC)C2)CC(=O)[C@H](C)C=C(C)[C@@H](O)[C@@H](OC)C(=O)[C@H](C)C[C@H](C)C=CC=CC=C1C	?	-114%[inhibitor]	-4%	1%	·	?	·	·	-21%	3%	5%
Cc1cc2cc(CNC(=O)Nc3cccc(Cl)c3)ccc2n1C	2%	-7%	0%	114%[activator]	-7%	-15%	-7	?	1%	-4%	?
C[C@H](NC(=O)[C@H](Cc1ccccc1)n1c(=O)[nH]c2ccccc2c1=O)C(=O)N1CCC[C@H]1C(=O)O	-10%	1%	-7%	11%	1%	18%	5	-1%	3%	-4%	-24%
Cc1ccc(N2C(=O)C(Cl)=C(N3CCCCCC3)C2=O)cc1	-10%	-4%	13%	?	0%[11.5 µM]	?	-1	10%	3%	?	?
COc1ccccc1N(Cc1ccccc1)S(=O)(=O)c1cccc(C(=O)Nc2cc(C)ccn2)c1	10µM*	-2%	?	-2%	-15%	?	-20	38%[activator]	?	0.67µM*	6.3µM*
CC1(C)CC(NC(=O)C(F)(F)F)CC(C)(C)N1OC(=O)c1ccco1	1%	-2%	-7%	-1%	1%	4%	-6	9%	0%	3%	-14%
C=CCNC(=S)N(Cc1ccccc1)Cc1ccc(F)cc1	-28%	7%	-6%	-4%	0%	0%	12	-1%	-6%	-5%	18µM*
O=C(Nc1ccccc1N1CCN(C(=O)c2ccc(Cl)cc2)CC1)c1cccc([N+](=O)[O-])c1	3%	5%	11%	1%	4%	-12%	-102*	·	-3%	0%	25%
Cc1cccc(N2C(=O)CC(N(C(=O)c3ccco3)c3cccc(C)c3)C2=O)c1 (centres undefined)	-8%	-2%	2%	3%	-1%	-6%	12	-13%	-1%	4%	-34%
C=CCOc1cccc(/C=N/NC(=O)C(OC)c2ccccc2)c1 (centres undefined)	2%	0%	0%	6%	1%	1%	1	7%	-9%	0%	4%

Entries of single compounds, quoted from the list. Order of values: VP16 counter	Mito fusion yeast	Rab9 prom act	MBNL1-CUG inh	PKM2 activator	ELG1 repair inh	KCNH2 3.1 block	Menin-MLL TR inh	NPC1 promoter act	FLuc modulator	RORg inh
`C=CCOc1cccc(/C=N/NC(=O)C(OC)c2ccccc2)c1` (centres undefined) as listed: 2%	0%	0%	6%	1%	1%	1	7%	-9%	0%	4%
`Cc1ccc(N2C(=O)C(Cl)=C(N3CCCCCC3)C2=O)cc1` as listed: -10%	-4%	13%	?	0%[11.5 µM]	?	-1	10%	3%	?	?

Additional records:
SMILES	VP16 counter	Mito fusion yeast	Rab9 prom act	MBNL1-CUG inh	PKM2 activator	ELG1 repair inh	KCNH2 3.1 block	Menin-MLL TR inh	NPC1 promoter act	FLuc modulator	RORg inh
COc1ccc(CNC(=O)CCC(=O)n2ncc3cc(C)ccc32)cc1	-2%	-6%	10%	11%	-1%	14%	25	2%	1%	-3%	-11%
O=C1NCCCC2c3c(cc(Br)c(O)c3Br)OC12N1CCCCC1 (centres undefined)	15%	0%	-4%	1%	5%	4%	-1	0%	-1%	-1%	-9%
FC(F)(F)Oc1ccc(NC(=S)NCc2ccccc2)cc1	11µM*	-2%	3%	-8%	0%	12%	·	29%	0%	-10%	7.1µM*
CS(=O)(=O)Nc1ccc(C(=O)NCCSCc2ccco2)cc1	-3%	-7%	-6%	0%	10%	17%	7	12%	-1%	-3%	?
Cc1c(C)c2ccc(OC3CCCCC3=O)cc2oc1=O (centres undefined)	14%	3%	1%	15%	4%	?	31	4%	1%	-15%	34%
Cc1noc(C)c1S(=O)(=O)N1CCCC(C(=O)Nc2ccc(Cl)cn2)C1 (centres undefined)	0%	-2%	-7%	-1%	1%	16µM*	6	-2%	-2%	-1%	13%
CCN(CC)S(=O)(=O)c1ccc2[nH]c(=O)[nH]c2c1	5%	-4%	-3%	-7%	-4%	1%	27	2%	-7%	0%	10%
CCOC(=O)CNC(=O)C(CC(N)=O)NC(=O)OC(C)(C)C (centres undefined)	4%	-2%	-2%	-5%	-17%	-5%	-11	·	1%	-2%	3%
O=[n+]1c2c(n([O-])c3cc(F)ccc31)CCCC2	-2%	3%	3%	?	0%	5%	-13	-8%	-2%	0%	1%
O=[N+]([O-])c1ccc(Nc2nc(N/N=C\c3ccc4c(c3)OCO4)nc(N3CCCCC3)n2)cc1	?	19%	-5%	4%	1%	?	-26	?	-4%	-11%	4.5µM*
CN(CC1COCCO1)c1nc2nonc2nc1N1CCSCC1 (centres undefined)	5%	1%	1%	12%	3%	5%	3	-2%	0%	5%	-4%
COc1ccc(CSc2cccc3cccnc23)cc1[N+](=O)[O-]	4%	-2%	-5%	?	-4%	28%	-5	8%	2%	-24%	-32%
CCOC(=O)c1c(C)[nH]c(/C(C)=N/O)c1C	-3%	-1%	11%	-8%	-4%	?	-12	2%	17%	-15%	-4%[10 µM]
COCCNC(=O)[C@@H]1CCCN1S(=O)(=O)c1cccc2cccnc12	·	-6%	1%	·	·	13%	4	·	1%	0%	·
CCOC(=O)c1c(C)n(C)c2ccc(OC)c(NS(=O)(=O)CC)c12	-2%	1%	0%	-12%	-3%	3%	6	1%	-2%	0%	-9%
CC(=O)NNc1ccc(C(F)(F)F)cc1[N+](=O)[O-]	-5%	1%	-1%	?	0%	3%	21	22%	-5%	6%	12%
Cn1c(C(=O)NCCC2=CCCCC2)cc2c(=O)n3ccccc3nc21	·	-11%	?	4%	-2%	?	35	8%	?	-8%	-13%[0.365 µM]
O=C(Nc1cc([N+](=O)[O-])ccc1Cl)C(Sc1ccccc1)c1ccccc1 (centres undefined)	5%	27%	-6%	·	-4%	-6%	-9	?	1%	-1%	0%
COc1cccc(-c2noc(C3CCCN(C(=O)c4cccc(F)c4)C3)n2)c1 (centres undefined)	11%	4%	5%	-10%	-8%	-28%	-3	-6%	14%	-15%	?
Cc1cccc(N2CC(C(=O)Nc3nnc(SCc4cccnc4)s3)CC2=O)c1 (centres undefined)	1%	-1%	0%	3%	-8%	-6%	1	?	0%	3%	-1%
Cn1c(=O)[nH]c(=O)c2[nH]c(N(Cc3ccccc3)Cc3ccccc3)nc21	3%	-3%	3%	3%	13%	?	-1	-12%	2%	-2%	-26%
C=C(C)CN(CC)Cc1c(C(=O)N(C)CCCC)nc2ccccn12	-16%	-8%	-4%	-9%	-6%	-4%	-3	-15%	-5%	0%	-26%
NC(=O)C1CCN(CC(=O)Nc2ccc(S(=O)(=O)N3CCOCC3)cc2)CC1	-9%	3%	-9%	-4%	-1%	-4%	-20	-5%	0%	1%	1%
CCOC1CC(C)(C)NC(=S)N1 (centres undefined)	-3%	-4%	1%	·	0%	4%	-9	3%	-1%	1%	-21%
OC1CCCN(CC(O)COC(c2ccc(F)cc2)c2ccc(F)cc2)C1 (centres undefined)	1%	-12%	-3%	1%	·	6%	-1	?	-1%	1%	6%
CN(CCOc1ccccc1)C(=O)C1CCC(=O)N(CCCN2CCCC2=O)C1 (centres undefined)	5%	0%	3%	1%	·	-3%	-1	·	-4%	-1%	-10%

Fetched by structure from the list above, 3 records:
SMILES	VP16 counter	Mito fusion yeast	Rab9 prom act	MBNL1-CUG inh	PKM2 activator	ELG1 repair inh	KCNH2 3.1 block	Menin-MLL TR inh	NPC1 promoter act	FLuc modulator	RORg inh
OC1CCCN(CC(O)COC(c2ccc(F)cc2)c2ccc(F)cc2)C1 (centres undefined)	1%	-12%	-3%	1%	·	6%	-1	?	-1%	1%	6%
CCOC1CC(C)(C)NC(=S)N1 (centres undefined)	-3%	-4%	1%	·	0%	4%	-9	3%	-1%	1%	-21%
CN(CCOc1ccccc1)C(=O)C1CCC(=O)N(CCCN2CCCC2=O)C1 (centres undefined)	5%	0%	3%	1%	·	-3%	-1	·	-4%	-1%	-10%

This is a subset; count on the stated rates, not on these rows.
